Ba/F3 V617F tox – reduce viability of Ba/F3 cells dependent on JAK2V617F | Ba/F3 EpoR-JAK2V617F viability, ATP luminescence | inhibition, % at 5.6 µM | 220,000 compounds, 1.1% hits;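 active = inhibition above the campaign mean plus 3 SD over all tested compounds, cut at about 24% in these data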;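 also: cytokine-independent growth of Ba/F3 cells driven by EpoR plus mutant JAK2; 0% = DMSO-treated cells and 100% = JAK inhibitor I control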
S1P4 antagonist – blocks the human S1P4 receptor; S1P4-expressing cells, antagonist mode, reporter read-out; inhibition, % at 4.98 µM; 220,000 compounds, 0.26% hits; AID 1510; in the data active = inhibition above about 29%;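 also: 0% = wells stimulated with agonist and 100% = vehicle wells without agonist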
Target sequence (O95977 whole entry, looked up): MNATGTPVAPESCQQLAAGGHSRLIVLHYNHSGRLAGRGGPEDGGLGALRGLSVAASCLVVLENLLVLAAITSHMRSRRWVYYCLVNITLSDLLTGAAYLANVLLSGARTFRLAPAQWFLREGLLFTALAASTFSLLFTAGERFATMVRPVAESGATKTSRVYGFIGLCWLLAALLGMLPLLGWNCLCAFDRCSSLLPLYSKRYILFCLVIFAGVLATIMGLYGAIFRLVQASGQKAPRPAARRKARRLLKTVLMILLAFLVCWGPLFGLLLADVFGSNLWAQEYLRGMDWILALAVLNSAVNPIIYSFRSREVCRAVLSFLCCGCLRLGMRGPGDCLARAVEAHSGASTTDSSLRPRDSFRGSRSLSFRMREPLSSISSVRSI
Runt-CBFb FRET – blocks binding of human RUNX1 Runt domain to CBFb; Cerulean-Runt/Venus-CBFb FRET ratio 530/480, 1 h; inhibition, % at 20 µM; 220,000 compounds, 0.46% hits;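 active = inhibition over about 50% at 20 µM in the single-dose screen, limit read from the data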;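 also: 0% = DMSO wells and 100% = excess unlabeled CBFb competitor control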
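Buffer or medium: Tris pH 7.5 buffer with BSA. Assay system: Cerulean-labeled Runt domain protein. Amount: each fluorescent fusion protein 100 nM. Read-out basis: loss of energy transfer signal. Incubation: 1 h compound exposure, room temperature. Probe or stimulus: Venus-CBFb binding partner, 100 nM. Detection: FRET, excitation 422 nm, emission at 530 and 480 nm.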
NPY-Y2 PAM-ag – potentiators or agonists of human neuropeptide Y receptor Y2. 220,000 compounds, 0.45% hits. P49146. cells expressing NPY-Y2, potentiator/agonist read-out. activation, % at 3.6 µM; in the data active = activation above about 27%;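 also: cells stimulated with NPY near EC25 plus isoproterenol at EC100; 0% = vehicle plus submaximal agonist and 100% = vehicle plus saturating agonist; some results beyond the cut were filed as inactive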
Target sequence (P49146 whole entry, looked up): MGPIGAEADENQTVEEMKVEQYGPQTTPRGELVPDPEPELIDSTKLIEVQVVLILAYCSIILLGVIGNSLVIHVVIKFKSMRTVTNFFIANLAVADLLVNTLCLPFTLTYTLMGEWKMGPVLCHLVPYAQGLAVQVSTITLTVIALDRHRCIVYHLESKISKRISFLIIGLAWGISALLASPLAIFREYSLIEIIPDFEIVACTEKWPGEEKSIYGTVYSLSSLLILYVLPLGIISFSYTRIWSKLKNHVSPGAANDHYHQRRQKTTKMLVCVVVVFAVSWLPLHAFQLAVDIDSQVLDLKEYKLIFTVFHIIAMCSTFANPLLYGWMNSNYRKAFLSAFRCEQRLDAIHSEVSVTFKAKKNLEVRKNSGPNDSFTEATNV
NPY Y1 blocker – antagonists of human neuropeptide Y receptor Y1; P25929; HEK293-CNG Y1 cells, membrane potential fluorescence; NPY at EC95, then isoproterenol; inhibition, % at 3.6 µM; 200,000 compounds, 1% hits;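 active = inhibition above the campaign mean inhibition of all tested compounds plus 3 SD, cut at about 20% in these data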;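 also: 0% = DMSO wells given NPY plus isoproterenol and 100% = isoproterenol alone without NPY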
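Assay system: HEK293 Y1/CNG channel cell line; Doses: single compound dose of 3.6 µM, 0.4% DMSO; Timing: dye 3 h, compound 60 min room temperature, stimulation 45 min; Technique: Membrane-potential fluorescent dye readout; Measure: % inhibition of NPY effect.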
NPY1 pot ag – human NPY-Y1 potentiation or agonism, primary screen; 220,000 compounds, 0.37% hits; NPY-Y1 expressing cells, potentiator/agonist activation; activation, % at 3.6 µM; in the data active = activation above about 33%, passing the limit was not always enough;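 also: cells stimulated with NPY at EC10 then isoproterenol at EC100; 0% = low agonist plus stimulus and 100% = saturating agonist plus stimulus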
RBBP9 inhibitor – human RBBP9 hydrolase inhibition | recombinant RBBP9, FP-Rh probe fluorescence polarization | inhibition, % at 7.94 µM | 220,000 compounds, 0.2% hits | AID 1515;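 active = inhibition above the campaign mean of all tested compounds plus 3 SD, cut at about 14% in these data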;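 also: plate controls were DMSO wells with RBBP9 for no effect and wells lacking RBBP9 protein for full effect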
Target sequence (O75884 whole entry, looked up): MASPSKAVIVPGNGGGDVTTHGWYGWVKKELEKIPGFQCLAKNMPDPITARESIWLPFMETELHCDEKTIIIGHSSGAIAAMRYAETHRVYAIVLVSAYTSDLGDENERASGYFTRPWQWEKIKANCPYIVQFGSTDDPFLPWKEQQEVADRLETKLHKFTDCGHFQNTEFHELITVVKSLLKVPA
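Controls: DMSO-treated enzyme wells and wells lacking RBBP9 | Material: RBBP9 protein | Technique: Fluorescence polarization | Replication: Single well per compound, no replicates | Buffer or medium: Tris-NaCl-Pluronic buffer, pH 8.0 | Timing: 30 min compound preincubation, 45 min probe labeling, 25 °C | Read-out basis: Percent inhibition from mP, scaled between DMSO and no-protein wells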
BaF3 tox – reduces parental Ba/F3 cell viability, JAK2V617F counter-screen; CellTiter-Glo ATP luminescence; inhibition, % at 5.6 µM; 220,000 compounds, 1.1% hits; AID 1486;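 active = inhibition above a per-campaign cutoff, the mean inhibition of all tested compounds plus 3 SD, cut at about 27% in these data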;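 also: 0% = DMSO wells and 100% = JAK Inhibitor I control wells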
S1P4 agonist – agonists of human S1P4 receptor | S1P4-expressing cell line, agonist reporter assay | activation, % at 4.98 µM | 220,000 compounds, 0.35% hits | O95977; in the data active = activation above about 11%;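 also: 0% = DMSO vehicle and 100% = reference agonist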
Active calls of the source: *; x = no result given; & = joins results of further samples.

entry | mol | NPY Y1 blocker | NPY1 pot ag | Runt-CBFb FRET | S1P4 antagonist | S1P4 agonist | NPY-Y2 PAM-ag | Ba/F3 V617F tox | RBBP9 inhibitor | BaF3 tox
1 | CCN(CC)C(=O)c1ccc(Oc2ccc([N+](=O)[O-])cc2Cl)cc1 | 4 | 13 | 3 | 4 | 1.8 | -6 | 1 | -2 | 4
2 | Cc1ccc2nc(C)c(C(=O)N/N=C/c3ccc(N4CCOCC4)cc3)cc2c1 | 4 | -1 | 2 | -1 | -2.1 | 1 | 1 | 1 | 6
3 | c1csc(COc2ccccc2CNC2CCCCC2)c1 | 23* | 9 | 2 | -8 | 0.7 | 14 | 3 | -8 | 2
4 | CCCC(=O)OCC(=O)Nc1ccc2c(c1)OCO2 | 0 | 2 | 2 | -5 | 2.5 | 0 | -2 | -2 | -2
5 | CC1(C)CC(NC(=O)COc2ccccc2Cl)CC(C)(C)N1 | 3 | -14 | -1 | 11 | -1.0 | -3 | 5 | -10 | 1
6 | O=C(O)c1ccc(CNCc2ccccc2F)cc1 | 2 | 8 | 0 | -12 | 1.9 | 1 | 1 | 1 | 13
7 | CCSc1nc(O)cc(=O)n1-c1ccc(OC)cc1 | 1 | -7 | -2 | -12 | 0.4 | 4 | 1 | -11 | 5
8 | COc1ccc(C)cc1S(=O)(=O)N(CC(=O)Nc1ccc2c(c1)OCCO2)Cc1ccccc1 | 9 | 8 | 3 | 3 | 3.2 | -7 | 4 | 1 | 6
9 | CCN1CCN(/C=N/c2nc3c(s2)CCCC3)CC1 | -2 | -1 | -1 | 0 | -0.4 | 10 | -3 | -4 | 2
10 | COc1ccc(CCNC(=O)c2ccc([N+](=O)[O-])cc2)cc1 | x | -15 | -2 | 1 | 0.6 | -30 | 2 | -7 | 1
11 | CC(=O)NCC(=O)N1CCCC(C(=O)c2ccc(Oc3ccccc3)cc2)C1 (configuration not stated) | 1 | -7 | 0 | -10 | -1.2 | -8 | -4 | -1 | 0
12 | COc1cc(C2Nc3ccccc3C(=O)N2c2ccc(Cl)cc2)c(Cl)cc1OCC(=O)O (configuration not stated) | 1 | 4 | 3 | -3 | 1.0 | 8 | 2 | -5 | -2
13 | O=C(NCc1ccccc1)C1CCC(CNc2c(N3CCCCC3)c(=O)c2=O)CC1 (configuration not stated) | 2 | 11 | 0 | -6 | 0.5 | -4 | -3 | 2 | -1
14 | COCCNS(=O)(=O)c1cc(C(=O)O)ccc1OC | 1 | -1 | 0 | -21 | 1.3 | -2 | 2 | -9 | -1
15 | C=CCn1c(CCNC(=O)c2ccc(Cl)c(Cl)c2)nnc1SCCOc1ccc(OC)cc1 | 0 | 11 | -2 | 4 | -0.2 | 0 | 2 | -6 | 9
16 | CCOc1ccc(C2NC(=O)c3ccccc3O2)cc1 (configuration not stated) | 6 | 1 | 0 | -9 | 3.5 | 0 | -1 | -3 | -1
17 | Cc1csc(NC(=O)CSc2nnc(C)c(=O)n2N)n1 | -3 | -2 | 4 | 1 | 2.0 | -10 | 1 | -3 | 0
18 | COc1ccc(CCN(C)C(=O)CNC(=O)c2ccccc2F)cc1OC | 1 | -9 | 1 | -18 | 2.3 | -5 | 3 | -6 | 6
19 | C(#CCN1CCOCC1)COCCOC(c1ccccc1)c1ccccc1 | -6 | -23 | 0 | -20 | 0.2 | 0 | -4 | 3 | 2
20 | Cc1ccc(NC(=S)N2CCN(C3CCCCC3)CC2)cc1 | 2 | 16 | 0 | -8 | 0.7 | -1 | 61* | 0 | 7
21 | Cc1cc(OCCn2cnc3ccccc3c2=O)ccc1[N+](=O)[O-] | -2 | -14 | -3 | -2 | 2.4 | 7 | 2 | -11 | 3
22 | CN(C1CCCCC1)S(=O)(=O)c1ccc(-n2cnnn2)cc1 | 1 | -33 | 1 | 3 | -1.9 | -3 | -1 | -3 | 5
23 | O=C(Nc1ccccc1)N1CCCC(c2nc(-c3ccc(F)cc3)no2)C1 (configuration not stated) | 15 | -7 | -1 | 3 | -0.1 | -15 | 4 | -8 | 6
24 | Nn1c(-c2ccc(O)cc2)nnc1-c1ccc(O)cc1 | x | -3 | 2 | -4 | 0.5 | 4 | -5 | 2 | -7

Fetched by structure from the list above, two records:
entry | mol | NPY Y1 blocker | NPY1 pot ag | Runt-CBFb FRET | S1P4 antagonist | S1P4 agonist | NPY-Y2 PAM-ag | Ba/F3 V617F tox | RBBP9 inhibitor | BaF3 tox
23 | O=C(Nc1ccccc1)N1CCCC(c2nc(-c3ccc(F)cc3)no2)C1 (configuration not stated) | 15 | -7 | -1 | 3 | -0.1 | -15 | 4 | -8 | 6
18 | COc1ccc(CCN(C)C(=O)CNC(=O)c2ccccc2F)cc1OC | 1 | -9 | 1 | -18 | 2.3 | -5 | 3 | -6 | 6

Next part
entry | mol | NPY Y1 blocker | NPY1 pot ag | Runt-CBFb FRET | S1P4 antagonist | S1P4 agonist | NPY-Y2 PAM-ag | Ba/F3 V617F tox | RBBP9 inhibitor | BaF3 tox
25 | COc1nn(CC(=O)N2N=C(C)CC2(O)C(F)(F)F)cc1[N+](=O)[O-] (configuration not stated) | -3 | 9 | -2 | -28 | -0.6 | 1 | -3 | -3 | -1
26 | CC(C)(C)CC(C)(C)NCC(=O)Nc1c2c(nc3ccccc13)CCC2 | 11 | -4 | -2 | -1 | -1.0 | -17 | 3 | -2 | 6
27 | O=C(O)CSc1nc2c(c(C(F)(F)F)n1)CCc1ccccc1-2 | 5 | -13 | -1 | 5 | -0.1 | -2 | -1 | 1 | 8
28 | C/C=C/C=C/C(=O)Nc1nccs1 | 10 | -1 | 3 | -9 | 1.9 | 6 | -7 | -7 | 0
29 | Cc1cccc(CN2CCC(CNC(=O)C3CCCN(S(=O)(=O)c4cnc[nH]4)C3)CC2)c1 (configuration not stated) | 2 | -4 | 0 | 2 | 0.1 | 1 | 1 | 3 | 2
30 | COc1ccc(S(=O)(=O)Cc2ccc(C(=O)NCc3ccccn3)o2)cc1 | -3 | 1 | 2 | -22 | 0.9 | 2 | -4 | -12 | 5
31 | CC1CC(=O)c2cnc(NCC3CCCO3)nc2C1 (configuration not stated) | -1 | 5 | 1 | -4 | 1.3 | 8 | -2 | 3 | 1
32 | O=C(NCCC(c1ccccc1)c1ccccc1)c1cccs1 | 8 | 11 | 1 | -1 | 1.3 | 15 | -1 | -3 | 4
33 | CCOc1cc(NC(=S)NCCOC)c(OCC)cc1NC(=O)c1cccs1 | 5 | -13 | 41 | -6 | 1.2 | 3 | 4 | -2 | 8
34 | COc1cc(/C=N/NC(=O)Cn2cnc3c2c(=O)n(C)c(=O)n3C)cc(OC)c1OC | x | 13 | 1 | -2 | 0.3 | -19 | -4 | -2 | -2
35 | Cc1ccc(S(=O)(=O)C2(S(=O)(=O)c3ccc(C)cc3)CC2)cc1 | x | 4 | -1 | -8 | 0.4 | 1 | -3 | -13 | -1
36 | COc1ccc(NC(=O)c2ccc(NC(=O)COC(=O)CC(NC(=O)c3ccccc3Cl)c3ccccc3)cc2)cc1 (configuration not stated) | -3 | 5 | -1 | 1 | 1.4 | 9 | 3 | -34 | 4
37 | COc1ccc(/C=N/Nc2ccc(C(F)(F)F)cc2[N+](=O)[O-])cc1O | -6 | 28 | -14 | -9 | -0.6 | 14 | -1 | -3 | 3
38 | Cc1nc2c(-c3ccc(F)cc3)c(C)nn2c(N2CCOCC2)c1C | 3 | -10 | 14 | -9 | 0.1 | 10 | -5 | -5 | -1
39 | Brc1ccc(-c2nc3ccccc3s2)s1 | 0 | -15 | -3 | 1 | -0.9 | -9 | 1 | -8 | 3
40 | CCOC(=O)/C(C#N)=C/c1c[nH]c2ccccc12 | -3 | 23&13 | 1&4 | 6&-15 | 1.3&0.7 | 9&11 | -1&3 | -3&-6 | -2&13
41 | O=c1c2cnn(-c3ccccc3)c2ncn1Cc1ccccc1 | -4 | 7 | -3 | -9 | 0.8 | 17 | -5 | 6 | 1
42 | O=[N+]([O-])c1cc(Br)cc(C=Nc2ccc3c(c2)OCO3)c1O | x | 2 | 8 | -4 | 0.1 | -5 | 3 | -4 | 0
43 | CCC(C)NC(=O)c1ccccc1NS(=O)(=O)c1ccc(OC)c(OC)c1 (configuration not stated) | 3 | 6 | 2 | -2 | -1.0 | 4 | -1 | 6 | 1
44 | CC1Cc2ccccc2N1S(=O)(=O)c1cccc(C(=O)Nc2cccnc2)c1 (configuration not stated) | x | 3 | -2 | -4 | -1.2 | 3 | 6 | -10 | 1
45 | CCCCN(CCCC)S(=O)(=O)c1ccc(C(=O)Nc2nnc(CSC)o2)cc1 | -4 | 2 | -13 | 6 | 0.6 | 9 | -2 | -4 | 4
46 | NC(=O)C1CCN(CC(=O)Nc2cc(Cl)ccc2Oc2ccccc2)CC1 | -2 | 7 | 0 | -11 | -0.9 | 4 | 2 | -2 | 1
47 | Nn1c(Cc2cccc3ccccc23)nnc1SCC(=O)NC1CCS(=O)(=O)C1 (configuration not stated) | 1 | 8 | 1 | -3 | -1.1 | 2 | -2 | 9 | 2
48 | Cn1nnnc1SC(C(=O)Nc1ccc(F)cc1)c1ccccc1 (configuration not stated) | 9 | 10 | -1 | -15 | -0.3 | 3 | 0 | -12 | 0
49 | O=C(OCCOc1ccccc1Cl)c1ccc(-n2cnnn2)cc1 | 0 | -10 | -3 | 1 | 0.7 | 2 | -4 | -4 | 1
50 | Cc1ccc(N2CCN(S(=O)(=O)N(C)C)CC2)cc1C | 2 | 18 | 0 | -3 | 1.6 | 7 | 0 | -8 | 5
51 | CS(=O)(=O)Nc1ccc(N2CCCCC2)c(Cl)c1 | 12 | 12 | 0 | -10 | -4.9 | 5 | -5 | -6 | 5
52 | Cc1ccc(OCC(=O)N/N=C\c2ccc(C)o2)c(C)c1 | 0 | 12 | 0 | -2 | 1.5 | 3 | -2 | 2 | 0
53 | CC1(C)CC(=O)c2c(oc3cc(O)c(O)cc23)C1 | 2 | -8 | 52* | -13 | 0.8 | 2 | 13 | 11 | 13
54 | O=C(Nc1ccc(Br)cn1)C1CCCN1S(=O)(=O)c1ccccc1 (configuration not stated) | 2 | -6 | -1 | -39 | 0.3 | 1 | 4 | -10 | 2
55 | O=C(NCc1cccnc1)c1cc([N+](=O)[O-])ccc1N1CCOCC1 | 0 | 21 | 1 | -9 | 3.6 | 8 | -4 | -1 | 4
56 | O=C(NCCc1ccc(Cl)cc1)Nc1ccc(Cl)cc1 | x | 6 | -1 | -7 | -1.4 | 11 | 0 | -4 | 1
57 | Cc1cc(C)c2c(n1)sc1c(N3CCOCC3)ncnc12 | 0 | -17 | x | -22 | 0.7 | -22 | -1 | -2 | 1
58 | CC(CNCC1CCCO1)COc1cccc2ccccc12 (configuration not stated) | 3 | -1 | -1 | -11 | -0.9 | 0 | -6 | -8 | -1
59 | Cc1oc2ccc(O)cc2c1C(=O)c1ccc(Cl)cc1 | 2 | 1 | 1 | -4 | 5.1 | 4 | -6 | 4 | 2
60 | CCC1=NN(C(=O)CCc2ccccc2)C(O)(C(F)(F)F)C1 (configuration not stated) | 5 | -4 | 1 | 11 | -1.8 | 4 | 0 | 2 | 5

High-throughput results: PubChem BioAssay, several laboratories
